MRP resist rev: reverses drug resistance mediated by MRP. H69AR cells + 2 uM doxorubicin, CellTiter-Glo, 72 h. differential viability (reversal), % at 10 µM. actives 0.04% (n = 85,000). AID 602;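 active = viability drop by adding the cancer drug above about 55%, with treated viability meeting a 40% cutoff, limit read from the data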;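 also: viability without doxorubicin minus viability with 2 µM doxorubicin for each compound; larger differential means the compound sensitizes cells more to doxorubicin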
NFkB transloc pot: enhances IL-1B driven NFkB nuclear translocation | HUVEC IL-1B NFkB p65 nuclear translocation imaging | activation, % at 2 µM | actives 0.3% (n = 94,000) | AID 819;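 active = activation above 40%, about the mean plus 3 SD, also judged a hit on visual image review; inconclusive = activation above 40% but not a hit on visual review; inactive = activation not above 40% and no visual hit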;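 also: percent activation is computed from the nuclear over cytoplasmic p65 intensity ratio; values of inactives mirror those of a sister screen read the other way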
IL1B NFkB inh: blocks IL-1B driven NFkB nuclear translocation in HUVEC cells; AID 796; actives 0.43% (n = 94,000); inhibition, % at 2 µM; HUVEC IL-1B NFkB p65 nuclear translocation imaging;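 active = inhibition above about 30% together with a positive call from visual inspection of the well image, limit read from the data; inconclusive = inhibition above a set limit but visual check negative; inactive = inhibition not above a set limit, visual check negative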;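 also: nuclear over cytoplasmic p65 intensity ratio measured by imaging; 0% = IL-1B stimulated DMSO wells and 100% = unstimulated DMSO wells; values of inactives mirror those of a sister screen read the other way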
Bcl-B displacement: displacers of TR3 peptide from Bcl-B, primary screen, selectivity assay for Bfl-1 inhibitor project, biochemical, fluorescence polarization | FP displacement of FITC-TR3 peptide from Bcl-B; higher % means a stronger effect | displacement, % at 20 µM, or IC50 in µM where a hit was titrated | actives 0.11% (n = 96,000) | AID 748;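 active = displacement above 50% at 20 µM plus a fluorescence interference ratio under 1.5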;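 also: plate controls were wells without compound for no effect and wells lacking Bcl-B protein for full effect; a part of the inactive calls stands beside numbers as strong as those of hits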
PLAP inhibitors HTS: PLAP enzyme inhibitors, biochemical, luminescence, HTS (AID 690); purified PLAP, luminescent substrate; higher % means a stronger effect; inhibition, % at 20 µM; hits with a dose series show IC50 in µM; actives 0.08% (n = 96,000); in the data active = a potency from the dose series; inactive = the rest, 99 in 100 with inhibition below about 30%; also: strong numbers were not always called active
MRP resist rev cytotoxicity: further read-out of MRP resist rev, marked with its call; viability, %; H69AR cells, CellTiter-Glo, 72 h; measured here: cytotoxicity without doxorubicin
MRP resist rev with doxorubicin: also measured in MRP resist rev; calls as there; viability, %; measured here: viability with 2 uM doxorubicin; hits give low values
IL1B NFkB inh cell count 2 µM: also measured in IL1B NFkB inh; calls as there; cell count; measured here: cells passing quality filter;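 raw number of nuclei counted in each imaged well without normalization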
NFkB transloc pot cell count 2 µM: also measured in NFkB transloc pot; calls as there; cell count; measured here: cells passing quality filter
Starred values were filed as active, the others as inactive; ? = inconclusive; / = no result given. A portion of the library; rates above refer to the full screens.

Start of the data: the first two compounds, ahead of the listing:
SMILES	IL1B NFkB inh	MRP resist rev with doxorubicin	MRP resist rev cytotoxicity	Bcl-B displacement	NFkB transloc pot	IL1B NFkB inh cell count 2 µM	NFkB transloc pot cell count 2 µM	PLAP inhibitors HTS	MRP resist rev
Cc1ccc([N+](=O)[O-])c2cccnc12	-2	/	/	-6%	1	149	149	6%	/
Cc1c(-c2ccccc2)[n+](=O)c2c(n1[O-])CCC2	-6	87	95	/	6	139	139	/	8

This part in full (from the top)
SMILES	IL1B NFkB inh	MRP resist rev with doxorubicin	MRP resist rev cytotoxicity	Bcl-B displacement	NFkB transloc pot	IL1B NFkB inh cell count 2 µM	NFkB transloc pot cell count 2 µM	PLAP inhibitors HTS	MRP resist rev
Cc1ccc([N+](=O)[O-])c2cccnc12	-2	/	/	-6%	1	149	149	6%	/
Cc1c(-c2ccccc2)[n+](=O)c2c(n1[O-])CCC2	-6	87	95	/	6	139	139	/	8
CCCCC(=O)Nc1nn(CCC)c2nc3ccccc3cc12	8	73	96	0%	-8	117	117	4%	23
CCCCOc1ncnc2c1[nH]c1ccccc12	5	/	/	0%	-5	83	83	15%	/
Cc1cc(C(=O)NCCCN2CCN(c3cc(Cl)ccc3C)CC2)n(-c2ccccc2)n1	16	59	31	4%	-16	47	47	-56%	-28
Cc1ccc2nc(NC3=NCN(C4CCCCC4)CN3)nc(C)c2c1	/	99	95	-14%	/	/	/	8%	-3
CN1CCC(N(C)C(=O)CCc2nc3ccccc3c(=O)[nH]2)CC1	0	91	98	-2%	0	109	109	-20%	7
CCN(CC)c1ccc(NC(=O)COc2ccc(C)cc2)cc1	-10	74	91	12%	10	111	111	14%	18
COc1ccc(S(=O)(=O)C(C#N)c2nc3ccccc3nc2N2CCCC(C)C2)cc1 (stereo not drawn)	0	85	91	54%	0	173	173	-41%	6
CCOC(=O)c1ccc(N2C(=O)C3ON(c4ccccc4)C(c4ccco4)C3C2=O)cc1 (stereo not drawn)	11	105	70	-10%	-11	165	165	-48%	-35
COc1ccccc1Cn1c(-c2ccco2)nc2nc3ccccc3nc21	-6	/	/	/	6	111	111	/	/
CCC(C)N(C(=O)COC(=O)CCc1c[nH]c2ccccc12)C1CCS(=O)(=O)C1 (stereo not drawn)	-12	87	94	10%	12	145	145	-26%	7
Cc1ccc(SCCC(=O)NC(C)(C)C)cc1	-22	113	113	/	21	154	154	/	0
CCOc1cc(C2Nc3ccccc3C(=O)N2c2ccccc2)ccc1O (stereo not drawn)	-1	83	96	-3%	1	182	182	14%	13
COc1cccc(CNC(=O)C(=O)NCC2CCCO2)c1 (stereo not drawn)	4	95	99	/	-4	96	96	/	4
Cc1cccc(OCC(=O)Nc2cccc3nsnc23)c1	-19	76	86	-24%	19	201	201	8%	9
CCOC(=O)N1CCN(c2c(NCCCN(CC)CC)c(=O)c2=O)CC1	-4	101	111	-4%	3	161	161	-22%	10
C=CCn1c(Cc2cccs2)nnc1SCC(=O)NCc1ccco1	-21	107	105	8%	21	45	45	-4%	-2
N#CCCN1CCN(CCC#N)CC1	-1	100	94	-2%	1	81	81	30%	-6
NC(=O)CCn1nc(-c2ccccc2)c2ccccc2c1=O	/	79	87	-2%	/	/	/	-6%	8
COc1ccc(-c2nnc(SCC(=O)Oc3ccc(C)cc3)o2)cc1	-14	102	102	/	14	87	87	/	0
CS(=O)(=O)N1CCc2cc(C(=O)OCC(=O)c3ccccc3)ccc21	-8	87	93	-10%	8	63	63	14%	6
COc1ccc2[nH]c(=O)c(CN(Cc3nnnn3Cc3ccccc3)CC3CCCO3)cc2c1 (stereo not drawn)	21	80	64	2%	-21	82	82	-15%	-15
CN1CCC(=NNC(=O)C(=O)NC(C)(C)C)CC1	-1	96	89	4%	1	166	166	-24%	-6
CCc1cc(/C(Cc2csc(C)n2)=N/O)c(O)cc1O	7	92	86	-9%	-7	180	180	-2%	-6
Cc1ccc(-c2nc3cnccn3c2Nc2ccc3c(c2)OCCO3)o1	/	77	65	1%	/	/	/	16%	-12
C=CCn1c(SCC(=O)c2ccc(CNC(C)=O)o2)nc2scc(C3CC3)c2c1=O	-6	93	81	-117%	6	131	131	-49%	-12
COc1ccccc1Cn1c(=O)[nH]c2cccnc21	-19	98	99	6%	19	196	196	26%	1
O=C(NCc1ccc2c(c1)OCO2)C(c1ccco1)N(C(=O)c1csnn1)c1ccccc1 (stereo not drawn)	-30	96	92	-8%	30	178	178	6%	-5
Cc1ccccc1OCCNC(=O)CNC(=O)c1ccccc1O	-2	81	90	-5%	2	129	129	13%	9
CCOc1cccc(-c2nnc(SCC(=O)Nc3cccc(OC)c3)n2N)c1	-11	86	96	-23%	11	78	78	4%	10
O=C1CC(N2CCN(c3ccccc3Cl)CC2)C(=O)N1c1ccccc1 (stereo not drawn)	0	92	93	-8%	0	125	125	-7%	1
c1ccc(-n2nc3ccccc3n2)cc1	18	98	96	/	-18	81	81	/	-2
CC(C)NC(=O)Nc1cccs1	-21	95	75	/	21	172	172	/	-20
Cc1cccc(NC(=O)C2NC(=O)CC2c2ccccc2)c1C (stereo not drawn)	-32	102	100	3%	32	191	191	-17%	-1
O=C(O)c1ccnc(C(=O)O)c1	-49	/	/	15%	?	121	/	-21%	/
Cc1c(O)ccc2c3c(c(=O)oc12)CCCC3	-21	89	83	-4%	21	108	108	9%	-6
Cc1ccc(-n2c(=O)cc(N3CCC(C)CC3)[nH]c2=O)cc1	/	/	/	4%	/	/	/	11%	/
CCOC(=O)CSc1nc(C)c2ccc(C)cc2n1	6	96	86	/	-6	144	144	/	-10
c1ccc(Oc2nc3ccccc3n3cccc23)cc1	2	/	/	-2%	-2	118	118	9%	/
COc1cc(/C=N/NC(=O)c2cccc([N+](=O)[O-])c2)ccc1OCc1ccc(C)cc1	-3	/	/	9%	3	136	136	27%	/
Cc1c(Cl)cccc1NC(=O)c1nc(C)n(-c2cc(OC(C)C)c(Cl)cc2Cl)n1	-7	/	/	13%	7	186	186	-2%	/
COc1ccc(Cn2c(=O)n(Cc3ccco3)c(=N)c3c4c(sc32)COC(C)(C)C4)cc1	/	62	82	-82%	/	/	/	-49%	20
O=S(=O)(c1ccc(Cl)cc1)N1CCCC1c1nc(-c2cccc(Cl)c2)no1 (stereo not drawn)	1	/	/	-2%	-1	159	159	9%	/
COc1ccc(CCNC(=S)Nc2cccc(C)c2C)cc1	3	77	95	0%	-3	150	150	40%	19
CC(/C=N\Nc1nnc2c(n1)[nH]c1c(C)cccc12)=C\c1ccco1	5	/	/	38%	-5	127	127	43%	/
Nc1ccccc1OCCOCCOc1ccccc1N	1	93	80	-9%	-1	184	184	-2%	-12
O=C(Nc1ccc(N2CCN(C(=O)c3ccco3)CC2)cc1)C(c1ccccc1)c1ccccc1	-3	87	88	-37%	3	138	138	-150%	0
CCOC(=O)C1Cn2c(nc3c(c2=O)C(C)(C)Cc2ccccc2-3)S1 (stereo not drawn)	-13	78	90	3%	13	201	201	-59%	12
CCOC(=O)C(CC)n1cnc2c(nnn2-c2ccc(OC)cc2)c1=O (stereo not drawn)	1	88	98	-11%	-1	97	97	12%	10
O=C(NC1CCCCC1)C(c1cccs1)N(Cc1cccs1)C(=O)c1cccs1 (stereo not drawn)	-5	63	66	/	5	73	73	/	4
O=C(c1ccc2ccccc2c1)N1CCN(c2ccc(O)cc2)CC1	5	94	66	1%	-5	121	121	-2%	-28
COc1cc(Br)c(S(=O)(=O)Nc2c(C)n(C)n(-c3ccccc3)c2=O)cc1OC	-26	/	/	-10%	26	177	177	-13%	/
Cc1cc(C(=O)CN2C(=O)NC3(CCCc4ccccc43)C2=O)c(C)n1Cc1ccco1 (stereo not drawn)	-18	/	/	-9%	17	144	144	2%	/
Cc1cc(C)nc(NC2=NCC(=O)N2c2cc(Cl)cc(Cl)c2)n1	7	78	78	9%	-7	134	134	6%	0
COc1nc(Nc2cccc(C)c2)nc(N2CCCCC2)n1	-4	/	/	-8%	4	124	124	10%	/
Cc1ccc(OCCCC(=O)NC(C)c2ccccc2)cc1 (stereo not drawn)	-15	87	102	2%	15	162	162	-3%	15
Cc1cnn(-c2cc(Oc3ccccc3)ncn2)c1	3	98	103	-13%	-3	206	206	2%	4
CCOC(=O)C1=C(CC)Nc2ccccc2N=C1NC(=O)c1ccc(S(=O)(=O)N(C)C)cc1	-5	98	93	-36%	5	68	68	-78%	-5
CCCn1c2c(c(O)c(C(=O)NCc3ccccc3)c1=O)CCCC2	2	82	78	-8%	-2	184	184	-22%	-4

Additional compounds.
SMILES	IL1B NFkB inh	MRP resist rev with doxorubicin	MRP resist rev cytotoxicity	Bcl-B displacement	NFkB transloc pot	IL1B NFkB inh cell count 2 µM	NFkB transloc pot cell count 2 µM	PLAP inhibitors HTS	MRP resist rev
Cc1occc1-c1nnc(SCC(=O)NCC2CCCO2)n1C (stereo not drawn)	7	92	93	-7%	-7	188	188	-16%	1
Cc1cccc(NCc2ccccc2O)n1	-4	94	103	0%	4	110	110	13%	8
CC12CCC(C(=O)N(CSC(=S)N/N=C\c3ccccc3O)C1=O)C2(C)C (stereo not drawn)	-8	70	45	/	8	157	157	/	-25
O=[N+]([O-])c1nn(-c2ccc3c(c2)OCCO3)n(O)c1=NC1CCCCCC1	7	98	88	8%	-7	189	189	22%	-11
Cc1nccn1CCc1n[nH]c(=S)n1Cc1ccccc1	0	93	92	2%	2	65	65	-75%	-1
CCC(CC)C(=O)Nc1cccc(C(=O)Nc2ccc(OC)cc2[N+](=O)[O-])c1	-18	/	/	-4%	-3	135	135	10%	/
CC1=C(C(N)=O)C(c2ccc(Cl)cc2Cl)n2ncnc2N1 (stereo not drawn)	96*	/	/	-6%	-96	22*	22	2%	/
CCCN(CCC)C(=S)NC(=O)c1ccc(-c2ccccc2)cc1	-4	/	/	0%	4	106	106	-56%	/
O=C(OCc1cc2ccccc2[nH]c1=O)c1cccnc1	11	102	109	4%	-11	92	92	4%	8
CSC(=O)NC12CC3CC(CC(C)(C3)C1)C2	-21	98	102	4%	21	134	134	17%	3
c1ccc2c(c1)CCN(c1nc3ccccc3n3cnnc13)C2	-9	59	49	-10%	9	149	149	-46%	-11
O=C(O)c1cc(-c2ccncc2)nc2ccc(F)cc12	5	97	102	6%	-5	127	127	10%	5
CCCCNC(=S)NNC(=O)c1csc(C(C)C)c1	-7	84	90	/	7	118	118	/	6
CN1C(=S)SC(/[N+]([O-])=C\c2ccc(Cl)cc2)C1(C)C (stereo not drawn)	1	90	87	3%	-1	152	152	-1%	-3
COc1cccc(OC)c1C(=O)N1CCN(Cc2ccc3c(c2)OCO3)CC1	7	105	100	5%	-7	129	129	-54%	-5
Cc1sc(NC(=O)c2ccccc2)c(C(=O)N2CCN(C)CC2)c1C	-4	85	90	3%	3	95	95	-5%	5
CC(=O)N1c2c(ccc3ccccc23)C(C)CC12CCCCC2 (stereo not drawn)	-15	65	75	-6%	15	183	183	-2%	10
COc1ccc(-c2nc(CCNS(=O)(=O)c3ccc4c(c3)OCCO4)cs2)cc1	-9	92	85	-6%	9	188	188	-51%	-7

Sorted by heavy-atom count (ascending): some entries from above
SMILES	IL1B NFkB inh	MRP resist rev with doxorubicin	MRP resist rev cytotoxicity	Bcl-B displacement	NFkB transloc pot	IL1B NFkB inh cell count 2 µM	NFkB transloc pot cell count 2 µM	PLAP inhibitors HTS	MRP resist rev
CCCCNC(=S)NNC(=O)c1csc(C(C)C)c1	-7	84	90	/	7	118	118	/	6
CC1=C(C(N)=O)C(c2ccc(Cl)cc2Cl)n2ncnc2N1 (stereo not drawn)	96*	/	/	-6%	-96	22*	22	2%	/
CC12CCC(C(=O)N(CSC(=S)N/N=C\c3ccccc3O)C1=O)C2(C)C (stereo not drawn)	-8	70	45	/	8	157	157	/	-25
